# High-throughput results from PubChem.
# Siah-1 displacement: Siah-1 peptide-binding antagonists, primary screen, biochemical, fluorescence polarization, rhodamine-plectin, uHTS (AID 1817); Siah-1 / rhodamine-plectin peptide fluorescence polarization; higher % means a stronger effect; displacement, % at 20 µM; hits with a dose series show IC50 in µM; 290,000 tested, 0.02% active;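 active means displacement of at least 50% at 20 µM, with a fluorescence ratio check between 0.3 and a set limit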;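 further: plate controls were Siah plus tracer with DMSO for no effect and tracer alone without Siah for full effect; strong numbers were not always called active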
# AID2073: disruptors of CaV2.2 binding to Mint1 – biochemical, HTRF (AID 2073); 290,000 tested, 0.19% active; HTRF protein-protein interaction, Mint1-CaV2.2; higher % means a stronger effect; one-dose inhibition, % at 20 µM; IC50 in µM for titrated hits; in the data active means inhibition mostly above about 51%, no sharp cut-off; further: some results filed as inactive read as strong as hits
# human PMI inhibition: inhibitors of human PMI, primary screen, biochemical, fluorescence intensity, coupled assay (AID 1209); purified PMI enzyme, coupled fluorescence intensity; higher % means a stronger effect; inhibition, % at 20 µM; hits with a dose series show IC50 in µM; 190,000 tested, 0.42% active;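 further: plate controls were DMSO vehicle for no effect and wells lacking substrate for full effect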
# P. falciparum M17LAP: P. falciparum M17LAP inhibitors, primary screen, biochemical, fluorogenic H-Leu-NHMec substrate, 1536-well (AID 1619). recombinant M17LAP, H-Leu-NHMec fluorogenic kinetic assay; higher % means a stronger effect. inhibition, % at 30 µM, or IC50 in µM where a hit was titrated. 220,000 tested, 0.38% active;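 active means compound inhibiting the enzyme by more than half at any dose during confirmatory dose-response retesting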;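 further: plate controls were full reaction with DMSO carrier for no effect and no enzyme background for full effect; strong numbers were not always called active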
# M1AAP inhibition: P. falciparum M1AAP inhibitors, biochemical, fluorogenic H-Leu-NHMec substrate, 1536-well (AID 1445) | 220,000 tested, 0.42% active | inhibition, % at 30 µM, or IC50 in µM where a hit was titrated | recombinant M1AAP, H-Leu-NHMec fluorogenic kinetic assay; higher % means a stronger effect;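 active means primary inhibition above the hit cutoff, then over 50% inhibition at one or more dose response concentrations, cut at about 23% in these data, passing the limit was not always enough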;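 further: plate controls were DMSO full reaction for no effect and no enzyme background for full effect; strong numbers were not always called active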
# Dynein cargo inh: blocks dynein driven cargo transport along microtubules | z-score, hits read low | 220,000 tested, 0.47% active | 3617.4 mouse cells, GR-EGFP nuclear translocation imaging; test concentration mostly 20 µM; stimulated with dexamethasone, 1 µM; active compounds read low;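 active means plate z-score of nuclear minus cytoplasmic receptor signal below a set negative limit, without overly bright fluorescence or cell loss, cut at about -3.5 in these data, passing the limit was not always enough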;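 further: z-score of nuclear minus cytoplasmic ring GR-EGFP intensity difference per well; some compounds called inactive have numbers as strong as hits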
#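 Buffer or medium – tet-free medium with charcoal-stripped serum · Signal – automated 10x imaging of fixed Hoechst-stained cells · Also added – dexamethasone agonist, 1.0 µM final, for 30 min · Incubation – induction 48 h, compound 1 h, agonist 30 min · Read-out – GR-EGFP nuclear translocation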
# LYP inhibition: inhibitors of LYP phosphatase, biochemical, fluorescence intensity, uHTS (AID 1779) | recombinant LYP phosphatase, fluorescence intensity; higher % means a stronger effect | inhibition, % at 11.5 µM; hits with a dose series show IC50 in µM | 290,000 tested, 0.054% active;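 further: plate controls were vehicle with enzyme for no effect and no enzyme for full effect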
# XIAP antagonists: small molecules displacing peptide from XIAP – biochemical, IAP family, fluorescence polarization (AID 1018). XIAP BIR domain, fluorescence polarization peptide displacement; higher % means a stronger effect. 200,000 tested, 0.007% active. displacement, % at 20 µM, or IC50 in µM where a hit was titrated; in the data active means displacement above about 50%; further: a part of the inactive calls stands beside numbers as strong as those of hits
# PMI inhibition: MPI inhibition at elevated mannose 6-phosphate – biochemical, fluorescence intensity, high mannose 6-phosphate, primary screen (AID 1220). inhibition, % at 20 µM, or IC50 in µM where a hit was titrated. 190,000 tested, 0.66% active. recombinant PMI enzyme, coupled fluorescence intensity; higher % means a stronger effect
# Dynein cargo inh cytoplasmic EGFP: second read-out of Dynein cargo inh, no call of its own (marks repeat the call); z-score; measured here: cytoplasmic GR-EGFP intensity; active compounds read high
# Dynein cargo inh nuclear GR-EGFP: second read-out of Dynein cargo inh, no call of its own (marks repeat the call); z-score; measured here: nuclear GR-EGFP intensity;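 lower value marks the stronger effect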
# Dynein cargo inh cell count: recorded beside Dynein cargo inh, whose call it bears; z-score; measured here: cell count per field
# * marks the source's active call; other numbers are inactive results; . = not tested or not shown. Unless noted, no stated cut-off is given here; in the data, active means inhibition above about 50%; inactive means the rest. This is a random part of the collection (roughly 2.1% active in at least one column).
canonical_smiles	Siah-1 displacement	AID2073	human PMI inhibition	P. falciparum M17LAP	M1AAP inhibition	Dynein cargo inh	Dynein cargo inh cytoplasmic EGFP	Dynein cargo inh nuclear GR-EGFP	Dynein cargo inh cell count	LYP inhibition	XIAP antagonists	PMI inhibition
N=C(N)c1ccc(O)cc1	3%	17%	12%	0%	-6%	1.2	-0.35	0.56	-0.44	-6%	0.2%	11%
Cc1cccc(NCC(=O)N/N=C\c2cccc(Oc3ccccc3)c2)c1	-4%	-3%	23%	1%	5%	0.83	-0.17	0.48	0.58	5%	-4.1%	13%
CC1=NNC(=O)C1CCC(=O)N/N=C/c1ccccc1 (stereo unspecified)	-7%	-12%	.	-5%	2%	0.019	-0.26	0.089	0.45	-5%	.	.
Cc1nccn1CC(=O)N/N=C/c1cccs1	0%	-8%	.	-6%	-2%	0.47	-0.27	0.81	-0.66	-8%	.	.
Cc1ccc(-c2cn3nc(-c4ccccc4)c(-c4ccccc4)nc3n2)cc1	-2%	1%	.	5%	-1%	-4.6	23	1.9	-0.095	1%	.	.
COC(=O)c1ccc(OC)c(OC)c1Cl	-1%	0%	.	0%	0%	-0.42	-0.28	-0.19	0.52	-7%	.	.
O=C(Nc1ccc(S(=O)(=O)N2CCCCC2)cc1)c1ccc(CN2CCOCC2)cc1	1%	-6%	8%	2%	8%	-0.94	0.38	-0.86	-0.032	-5%	-4.0%	3%
NC(=O)C1(N2CCCCC2)CCN(C(=S)Nc2cc(F)cc(F)c2)CC1	-4%	-35%	-3%	5%	1%	-0.035	-0.27	-0.11	0.56	3%	-3.7%	-2%
O=C(O)C1C2CCCCC2=C2CCCCC2C1C(=O)O (stereo unspecified)	3%	6%	-8%	12%	5%	-1.2	-0.2	-0.37	0.33	-1%	-3.3%	6%
Nc1nc(SCC(=O)Nc2cccc(Oc3ccccc3)c2)n[nH]1	-2%	-3%	16%	12%	2%	0.64	-0.17	0.94	-1.9	-2%	-31%	17%
CCCCN=C(C)C1=C(O)CSC1=O	3%	6%	3%	12%	7%	-0.31	-0.22	0.035	0.29	-8%	-4.0%	6%
C/C(=N\NC(=O)C(=O)Nc1cc(Cl)ccc1Cl)c1ccncc1	6%	-5%	0%	4%	12%	-0.47	-0.34	-0.67	0.81	-7%	-0.5%	1%
Cc1ccc(Nc2nc(Oc3ccc(=O)[nH]n3)nc(N(C)C)n2)cc1	1%	-2%	8%	-1%	1%	-0.86	-0.15	-0.23	-0.6	3%	-8.6%	8%
Cc1nn(-c2ccccc2)c(C)c1/C=N/n1c(-c2ccc(C(C)(C)C)cc2)n[nH]c1=S	0%	-25%	20%	1%	-15%	-0.37	-0.22	-0.41	0.53	0%	-4.0%	14%
CC(=O)N1CCC(O)(c2cccc(C(F)(F)F)c2)CC1	-4%	0%	-1%	-6%	4%	-0.31	-0.16	-0.24	0.62	-4%	-4.2%	2%
CCOC(=O)c1cnc2ccccc2c1Nc1cccc(C(=O)O)c1	-3%	5%	-27%	9%	7%	-0.36	-0.17	-0.13	0.38	-6%	-1.8%	-22%
COc1ccc(CC(=O)Nc2cccc(C)n2)cc1OC	2%	3%	1%	-15%	-7%	0.62	0.56	0.6	-1	0%	-2.0%	7%
CC1=C(C(=O)Nc2cc(C)ccn2)C(c2ccc(C)cc2)C2=C(CCCC2=O)N1 (stereo unspecified)	6%	18%	9%	-31%	8%	0.24	-0.23	-0.07	0.64	4%	-6.5%	1%
O=C(Nc1cccc2ccccc12)N1CCOCC1	4%	-1%	14%	-12%	4%	0.73	-0.17	0.42	0.32	-2%	-3.3%	14%
O=C(Nc1ccc(F)cc1F)C1(c2cccs2)CCOCC1	4%	-1%	-8%	0%	2%	0.71	-0.37	0.18	-0.88	-3%	-1.3%	0%
COc1ccc(CCNC(=O)Cn2nnc(-c3cccc(OC)c3OC)n2)cc1OC	0%	7%	-12%	6%	-8%	2.3	-0.12	1.1	-1.4	-3%	-2.8%	-13%
O=C(Nc1ccc(SC(F)(F)F)cc1)c1ccccn1	0%	2%	9%	-6%	0%	-0.22	-0.22	0.15	1.1	-3%	-5.2%	9%
O=S(=O)(/C=C/c1ccccc1)NCc1ccccc1Cl	5%	-3%	2%	-22%	3%	-1.3	-0.32	-0.87	0.54	-8%	-6.6%	1%
C/C(=N\NC(=O)CC#N)C1COc2ccccc2O1 (stereo unspecified)	-1%	35%	0%	1%	0%	-1.5	-0.34	-0.99	1.4	-5%	-2.2%	-5%
C1CN(c2nc3nonc3n3nnnc23)CCO1	3%	-7%	5%	10%	14%	0.29	-0.37	0.26	0.19	-5%	0.0%	9%
COc1ccc(S(=O)(=O)N2CCN(CC(=O)Nc3ccc(F)c(F)c3)CC2)cc1	-2%	0%	-2%	17%	0%	-0.39	-0.22	-0.89	0.11	2%	-3.1%	-16%
Cc1ccc(C(=O)NCCCn2ccnc2)cn1	-2%	-1%	14%	10%	3%	-0.015	-0.17	0.13	0.59	-5%	-5.6%	7%
Cc1cc(C)cc(OCc2nnc(N)s2)c1	0%	6%	.	3%	5%	-0.3	-0.23	0.2	0.71	-6%	.	.
Cc1ccccc1NC(=S)NNC(=O)c1csc2c1CCC(C)C2 (stereo unspecified)	-4%	-13%	-19%	-6%	-13%	-0.24	-0.27	0.48	0.68	-6%	-2.2%	-24%
COc1cc(Cl)c(C)cc1NC(=O)COc1ccccc1[N+](=O)[O-]	1%	2%	-2%	-9%	-4%	-0.036	-0.21	-0.02	0.35	-3%	-2.1%	0%
COc1ccccc1NC(=O)N1CCN(c2cc(-c3ccccc3)nc3ncnn23)CC1	1%	-6%	-5%	7%	0%	-0.12	-0.2	0.2	0.45	1%	-2.7%	-2%
COc1ccc(NC(=O)Cc2coc3cc(C)c(C(C)C)cc23)cc1S(=O)(=O)N1CCOCC1	0%	-5%	1%	1%	14%	2.3	0.38	1.7	-1.8	-5%	-8.2%	10%
Cc1cc(C(=O)COC(=O)c2ccc[nH]c2=O)c(C)n1-c1ccccc1F	0%	11%	.	9%	1%	-0.35	-0.28	-0.2	0.83	-2%	.	.
O=C(CCCn1c(=O)[nH]c2ccsc2c1=O)NCc1cccs1	0%	-2%	9%	15%	12%	-0.94	-0.2	-0.23	0.07	-9%	-6.4%	4%
Cc1cc(C)n2nc(C(=O)N/N=C/c3ccco3)nc2n1	18%	-2%	.	7%	4%	0.026	-0.18	0.032	-0.0057	-1%	.	.
CCc1cccc(Nc2cnn(C34C[C@@H]5C[C@@H](CC(CC(=O)O)(C5)C3)C4)c(=O)c2Cl)c1	4%	8%	-4%	15%	5%	-0.063	-0.31	0.33	0.42	-2%	-6.1%	0%
Cc1ccc(S(=O)(=O)N2CCN(C(=O)COC(=O)c3cc(C)oc3C)CC2)cc1	10%	-2%	6%	7%	0%	-1.1	-0.34	-0.38	1.1	-4%	2.5%	4%
CC(=O)N(CC(=O)O)c1ccccc1	0%	2%	-3%	-2%	1%	2.4	-0.23	0.84	-1.4	-1%	-1.7%	-2%
Cc1cc(Nc2nnnn2-c2ccccc2)n(-c2ccc(Cl)cc2)n1	3%	8%	15%	-10%	-3%	-0.59	-0.18	-0.29	0.18	-5%	-2.3%	18%
CC(C)n1nnnc1-c1ccc(Cl)cc1	0%	5%	-9%	5%	5%	-0.35	-0.36	-0.16	0.55	-9%	-9.8%	-6%

# The list goes on; it opens with the six that closed the last part.
canonical_smiles	Siah-1 displacement	AID2073	human PMI inhibition	P. falciparum M17LAP	M1AAP inhibition	Dynein cargo inh	Dynein cargo inh cytoplasmic EGFP	Dynein cargo inh nuclear GR-EGFP	Dynein cargo inh cell count	LYP inhibition	XIAP antagonists	PMI inhibition
Cc1cc(C)n2nc(C(=O)N/N=C/c3ccco3)nc2n1	18%	-2%	.	7%	4%	0.026	-0.18	0.032	-0.0057	-1%	.	.
CCc1cccc(Nc2cnn(C34C[C@@H]5C[C@@H](CC(CC(=O)O)(C5)C3)C4)c(=O)c2Cl)c1	4%	8%	-4%	15%	5%	-0.063	-0.31	0.33	0.42	-2%	-6.1%	0%
Cc1ccc(S(=O)(=O)N2CCN(C(=O)COC(=O)c3cc(C)oc3C)CC2)cc1	10%	-2%	6%	7%	0%	-1.1	-0.34	-0.38	1.1	-4%	2.5%	4%
CC(=O)N(CC(=O)O)c1ccccc1	0%	2%	-3%	-2%	1%	2.4	-0.23	0.84	-1.4	-1%	-1.7%	-2%
Cc1cc(Nc2nnnn2-c2ccccc2)n(-c2ccc(Cl)cc2)n1	3%	8%	15%	-10%	-3%	-0.59	-0.18	-0.29	0.18	-5%	-2.3%	18%
CC(C)n1nnnc1-c1ccc(Cl)cc1	0%	5%	-9%	5%	5%	-0.35	-0.36	-0.16	0.55	-9%	-9.8%	-6%
COc1ccc2c(c1[N+](=O)[O-])CCC/C2=N/OC(=O)c1ccccc1SC	-4%	21%	5%	1%	10%	0.04	-0.24	-0.78	0.64	-2%	-7.5%	27%
Cc1ccc(Cl)c(NC(=O)CN2CCN(C=O)CC2)c1	-2%	0%	-1%	-4%	0%	0.43	-0.098	-0.16	-1.6	-9%	-8.7%	4%
C=CCNC(=S)N/N=C/c1ccc(-c2cccc([N+](=O)[O-])c2)o1	-4%	9%	-3%	6%	14%	0.94	-0.28	-0.25	0.78	-1%	0.5%	0%
O=S(=O)(CCN1CCCCC1)Oc1ccc(Cl)cc1Cl	-4%	-4%	.	-14%	4%	-0.36	-0.19	-0.16	0.95	0%	.	.
CCOC(=O)c1c(NC(=O)CN(C)C)sc(C(=O)N(CC)CC)c1C	4%	-3%	8%	-4%	-1%	-0.44	-0.23	-0.43	-0.14	-2%	0.4%	1%
Cc1ccc(S(=O)(=O)N(C)c2ccc3sc(C)nc3c2)cc1	3%	-5%	8%	.	.	-1.1	-0.29	-0.31	0.98	-4%	-2.1%	2%
CCOc1ccccc1N1Cc2ccccc2C1	4%	-14%	-50%	-5%	12%	-1	-0.24	-0.36	0.66	-2%	-2.8%	-87%
